SENP7 block = SENP7 protease inhibitors, primary screen, biochemical, luminescence, uHTS; inhibition, % at 5 µM; hit rate 1.5% among 330,000; Sentrin-specific protease 7 (Homo sapiens), Q9BQF6; recombinant SENP7, Z-RLRGG-aminoluciferin luminescence, 40 min;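 active = inhibition above about 50% at the single test dose, limit read from the data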;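 note: plate controls were DMSO with enzyme for no effect and no enzyme buffer wells for full effect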
Apaf1 inhib = inhibitors of human Apaf-1 apoptosome, primary screen, biochemical, DEVD-Rh110 fluorescence, uHTS; reconstituted apoptosome caspase-3 activity; inhibition, % at 20 µM; hit rate 0.71% among 330,000; active = inhibition of at least 40% at 20 µM;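 note: plate controls were DMSO wells for no effect and DEVD-CHO caspase inhibitor wells for full effect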
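Material: reconstituted apoptosome with Apaf-1, cytochrome c, caspase-9, procaspase-3, dATP; medium: pH 7.5 Hepes buffer with CHAPS, BSA, DTT; also added: cytochrome c and DEVD-Rh110 substrate; timing: 30 min plus 50 min, RT; signal: Rh110 fluorescence intensity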
SENP8 inh = SENP8 protease inhibitors, primary screen, biochemical, luminescence; inhibition, % at 10 µM; hit rate 1.2% among 330,000; purified SENP8, Z-RLRGG-aminoluciferin cleavage; AID 2540, 2010; Sentrin-specific protease 8 (Homo sapiens), Q96LD8
HKDC1 inh = HKDC1 hexokinase inhibitors, primary screen, biochemical, fluorescence, uHTS; recombinant HKDC1, G6PDH/diaphorase resazurin coupled fluorescence; Q2TB90; hit rate 0.16% among 340,000; inhibition, % at 20 µM;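 active = inhibition above about 35% when tested at 20 µM, limit read from the data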;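 note: plate controls were DMSO wells with enzyme for no effect and DMSO wells lacking enzyme for full effect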
Target sequence (Q2TB90 whole entry, looked up): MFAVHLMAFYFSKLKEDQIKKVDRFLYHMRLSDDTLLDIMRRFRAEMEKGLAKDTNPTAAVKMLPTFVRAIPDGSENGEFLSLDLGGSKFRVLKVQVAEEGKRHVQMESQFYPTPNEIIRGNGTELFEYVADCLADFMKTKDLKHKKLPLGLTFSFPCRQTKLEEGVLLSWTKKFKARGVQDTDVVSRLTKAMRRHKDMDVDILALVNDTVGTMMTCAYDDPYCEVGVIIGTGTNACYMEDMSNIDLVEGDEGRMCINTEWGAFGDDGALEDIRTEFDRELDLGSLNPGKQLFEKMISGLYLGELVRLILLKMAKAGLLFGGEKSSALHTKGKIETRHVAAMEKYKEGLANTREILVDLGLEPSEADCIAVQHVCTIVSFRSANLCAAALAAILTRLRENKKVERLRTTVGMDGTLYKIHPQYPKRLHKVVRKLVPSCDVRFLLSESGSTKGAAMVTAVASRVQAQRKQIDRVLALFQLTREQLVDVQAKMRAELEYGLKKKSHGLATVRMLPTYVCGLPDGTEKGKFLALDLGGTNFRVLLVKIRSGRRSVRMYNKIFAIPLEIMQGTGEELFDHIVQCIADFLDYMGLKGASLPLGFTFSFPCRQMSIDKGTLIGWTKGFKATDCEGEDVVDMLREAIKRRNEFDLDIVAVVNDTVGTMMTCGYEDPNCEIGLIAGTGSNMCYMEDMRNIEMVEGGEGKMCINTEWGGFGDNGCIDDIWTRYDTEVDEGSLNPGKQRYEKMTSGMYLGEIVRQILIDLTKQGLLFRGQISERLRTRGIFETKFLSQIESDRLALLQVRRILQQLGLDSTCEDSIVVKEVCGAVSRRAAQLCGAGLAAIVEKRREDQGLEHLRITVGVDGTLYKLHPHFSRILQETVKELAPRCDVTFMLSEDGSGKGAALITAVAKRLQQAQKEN
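Test system: HK5 enzyme. Quantity: 5 µg/mL HK5 final. Reagent: glucose and ATP substrates. Schedule: 90 min reaction incubation at room temperature, dark. Technique: resazurin-to-resorufin fluorescence via G6PDH and diaphorase coupling, 525/613 nm. Control set: DMSO wells with and without enzyme mix.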
697 NFkB inh = inhibitors of PMA/ionomycin-induced NF-kB reporter, 697 cells, primary screen, B-cell NF-kB inhibitor project, cell-based, luminescence, uHTS; AID 435022, 2010; hit rate 0.33% among 330,000; inhibition, % at 4 µM; 697 B-cell NF-kB luciferase reporter, 16 h; in the data active = inhibition above about 35%
Jurkat NFkB inh = inhibitors of induced NF-kB luciferase reporter, primary screen, TCR NF-kB activation inhibitor project, cell-based, luminescence, uHTS. Jurkat, PMA/ionomycin-induced NF-kB luciferase reporter. inhibition, % at 4 µM. hit rate 0.53% among 330,000
Gli-Sufu antag = Gli-Sufu pathway antagonists, primary screen, luciferase luminescence, Sufu-KO-LIGHT cells, uHTS; hit rate 0.74% among 340,000; inhibition, % at 5 µM; AID 588413, 2011; Sufu-KO-LIGHT fibroblasts, Gli luciferase reporter luminescence;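 active = inhibition above about 55%, limit read from the data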;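 note: 0% = DMSO-treated cells and 100% = wells with medium but no cells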
UBC13 inh = UBC13 polyubiquitin chain formation inhibitors, primary screen, biochemical, TR-FRET, uHTS; hit rate 0.47% among 330,000; AID 485273, 2010; Ubiquitin-conjugating enzyme E2 N (Homo sapiens), P61088; inhibition, % at 20 µM; in the data active = inhibition above about 45%, passing the limit was not always enough
Target sequence (P61088 whole entry, looked up): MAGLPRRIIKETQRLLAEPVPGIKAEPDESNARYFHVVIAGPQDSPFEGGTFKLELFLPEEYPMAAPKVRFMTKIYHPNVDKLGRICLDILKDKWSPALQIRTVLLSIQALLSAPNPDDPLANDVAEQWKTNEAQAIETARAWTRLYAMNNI
The depositor's hits bear a star; · = not tested or not shown. Cut-off read from the data, not from the text of the source, unless noted: active = inhibition above about 50%; inactive = the rest.

SMILES	SENP7 block	Apaf1 inhib	SENP8 inh	HKDC1 inh	697 NFkB inh	Jurkat NFkB inh	Gli-Sufu antag	UBC13 inh
C/C(=N\OC(=O)c1ccc(Cl)cc1)c1sc(-c2ccccc2)nc1C	-7.9	9.3	-13.4	-2.2	-140.3	-127.9	-88.5	7.0
Nc1nc(SCC(=O)N2CCCC2)[nH]c(=O)c1NC(=O)c1ccco1	2.9	-1.1	-2.3	-5.0	-13.8	5.4	2.5	-4.9
CCCOn1c(-n2nc(C)cc2C)nc2ccccc2c1=O	-3.8	-17.9	-9.1	-7.9	7.2	10.4	1.6	1.9
COC(=O)CSc1ccnc2cc(Cl)ccc12	6.8	-4.7	3.7	0.8	0.6	1.0	8.0	7.4
O=C(CSc1nnc(-c2cccnc2)n1-c1ccccc1)NCc1ccc2c(c1)OCO2	-7.8	8.5	-6.3	0.7	-19.5	-9.4	-7.1	-11.3
COc1cccc(N2CCN(CC(=O)Nc3ccccc3C(=O)NCCc3ccccc3)CC2)c1	-0.8	49.5*	-8.0	-1.1	-57.2	-34.3	-19.8	29.2
COc1ccc(CC(=O)Nc2ccc3c(C)cc(=O)oc3c2)cc1OC	2.5	-7.5	-5.5	15.5	10.1	12.8	4.6	5.4
CCOC(=O)c1cc(C)[nH]c1C	3.2	-8.4	-4.4	-3.3	-25.9	-9.4	-0.1	-8.7
CN1CCN(c2ccc(NC(=O)N3CCc4ccccc43)cc2)CC1	0.9	-4.7	-4.6	-2.9	-90.0	-56.1	48.3	7.7
Cc1ccc(NC(=O)C(Cc2ccccc2)NC(=O)OCc2ccccc2)cc1C (stereo not given)	0.8	3.8	2.5	-8.6	24.4	-2.0	4.5	-8.3
CCCN1C(=O)C(O)(CC(=O)c2cccc(OC)c2)c2ccccc21 (stereo not given)	5.7	8.1	-1.0	1.6	-10.6	-10.1	-18.2	-6.3
Cc1ccc(CSCCNS(C)(=O)=O)cc1	3.8	-0.5	-2.8	-2.0	4.9	-4.1	6.6	-0.9
CCc1ccccc1NNC(=O)c1cc(C)on1	-2.5	1.1	-7.0	-2.8	3.1	5.2	0.1	0.1
Cc1cccc2cc(CN(C(=O)c3cccc([N+](=O)[O-])c3)C(C)C)c(=O)[nH]c12	-3.8	-12.8	-6.3	-2.2	-8.6	-0.7	0.3	-6.0
COc1ccc(CC(=O)Nc2c3c(nn2-c2cccc(Cl)c2)CS(=O)C3)cc1 (stereo not given)	8.8	-1.8	2.9	-6.1	27.9	4.4	1.6	4.7
Cc1ccc(S(=O)(=O)N2CCOCC2)cc1NC(=O)CSc1nnnn1C	5.2	0.6	1.1	-2.8	-3.2	1.8	-18.3	-0.3
Cc1cccc(NC(=O)Cc2nc(-c3c[nH]c(C(=O)N4CCCC4)c3)cs2)c1	-8.7	14.2	-8.6	4.5	13.2	9.2	2.8	5.6
O=C(CN(CC1CCCO1)C(=O)CCC(=O)Nc1ccccn1)NCc1ccccc1 (stereo not given)	-4.2	2.2	-1.1	-2.3	5.0	-4.3	-4.3	3.7
COc1ccc(NC(=O)c2sc(NC(=O)COc3ccccc3)nc2C)cc1	0.2	3.4	58.8*	9.7	3.2	-5.8	-3.4	6.9
COC(CNC(=O)CNC(=S)N(Cc1ccccc1)Cc1cccnc1)OC	5.1	2.0	-10.0	-2.0	2.3	0.3	-10.0	2.2
O=C(NC(=S)NNC(=O)c1ccco1)c1ccc(F)cc1	1.2	-2.7	1.6	-6.4	-5.4	2.2	-11.2	-10.2
Cc1ccc(OC(C)C(=O)N2CC(=O)Nc3ccccc32)c(C)c1 (stereo not given)	3.3	5.9	4.3	-1.5	-15.3	-1.5	-6.1	-5.3
Cc1cc(C)c(N(C(=O)c2csnn2)C(C(=O)NC(C)(C)C)c2ccncc2)c(C)c1 (stereo not given)	-9.4	5.7	-5.4	-11.3	7.2	-10.1	1.9	-5.8
CN1Cc2cc(C(=O)c3cc(Cl)cc(CSc4ncccn4)c3O)cnc2NC1=O	-1.8	8.1	-2.3	·	24.2	41.4	·	-16.6
O=C(N/N=C/c1ccc(O)c(O)c1)c1ccc(CSc2cccc3cccnc23)cc1	0.8	-6.3	-20.1	5.2	0.4	-22.7	25.8	2.1
CN(CC(=O)Nc1ccccc1F)Cc1cccs1	5.4	8.2	2.2	-7.5	10.0	0.2	-7.0	6.7
O=C(O)C1CC(=O)N(c2ccc(OCc3ccc(Cl)cc3Cl)cc2)C1 (stereo not given)	2.3	2.5	3.5	13.4	-8.6	-15.6	3.1	15.2
O=C(O)C1CCCN1C(=O)Oc1ccccc1 (stereo not given)	-3.6	-10.8	-6.2	-10.0	4.1	-1.4	-1.6	-8.2
COc1cccc(/C=N/n2c(-c3cc(C)[nH]n3)n[nH]c2=S)c1	0.9	-13.5	3.8	-6.9	8.4	19.0	7.7	-1.5
CCC(=O)N1CCN(c2ccccc2NC(=O)c2cccc(C)c2)CC1	6.8	-17.2	1.3	-2.8	7.8	-18.4	2.0	2.9
CN(C(=O)CSc1nc2cc(C(=O)O)ccc2c(=O)n1Cc1ccccc1)C1CCS(=O)(=O)C1 (stereo not given)	2.0	-1.8	3.0	-1.5	16.7	10.0	-0.9	1.6
COc1cccc(CCC(=O)O)c1OC	4.5	4.7	-8.1	3.5	-4.0	-13.3	-0.8	3.4
COc1ccc(NC(=S)N(CCN2CCOCC2)Cc2cc3cc4c(cc3[nH]c2=O)OCO4)cc1	1.8	-2.3	-3.1	·	-2.0	-15.7	·	-2.3
Cn1c(C(=O)NCc2ccccn2)cc2c(=O)n(C)c3ccccc3c21	-1.2	-0.5	5.6	-7.1	23.4	5.3	-2.7	8.5
O=C(N/N=C/c1ccc(Br)s1)c1cccs1	30.1	-9.7	5.1	-4.7	-47.4	-13.3	-15.3	-1.8
COC(=O)c1ccccc1CON1C(=O)C(C)(C)N(OCc2ccccc2C(=O)OC)C(=O)C1(C)C	5.4	-2.2	-1.9	12.4	0.7	6.7	4.3	7.3

Some values from the list:
CCC(=O)N1CCN(c2ccccc2NC(=O)c2cccc(C)c2)CC1 – 697 NFkB inh: 7.8
COc1cccc(/C=N/n2c(-c3cc(C)[nH]n3)n[nH]c2=S)c1 – 697 NFkB inh: 8.4
COc1ccc(NC(=S)N(CCN2CCOCC2)Cc2cc3cc4c(cc3[nH]c2=O)OCO4)cc1 – SENP7 block: 1.8

By substructure: the entries above containing a Cl atom.
SMILES	SENP7 block	Apaf1 inhib	SENP8 inh	HKDC1 inh	697 NFkB inh	Jurkat NFkB inh	Gli-Sufu antag	UBC13 inh
C/C(=N\OC(=O)c1ccc(Cl)cc1)c1sc(-c2ccccc2)nc1C	-7.9	9.3	-13.4	-2.2	-140.3	-127.9	-88.5	7.0
COC(=O)CSc1ccnc2cc(Cl)ccc12	6.8	-4.7	3.7	0.8	0.6	1.0	8.0	7.4
COc1ccc(CC(=O)Nc2c3c(nn2-c2cccc(Cl)c2)CS(=O)C3)cc1 (stereo not given)	8.8	-1.8	2.9	-6.1	27.9	4.4	1.6	4.7
CN1Cc2cc(C(=O)c3cc(Cl)cc(CSc4ncccn4)c3O)cnc2NC1=O	-1.8	8.1	-2.3	·	24.2	41.4	·	-16.6
O=C(O)C1CC(=O)N(c2ccc(OCc3ccc(Cl)cc3Cl)cc2)C1 (stereo not given)	2.3	2.5	3.5	13.4	-8.6	-15.6	3.1	15.2

(cont.)
SMILES	SENP7 block	Apaf1 inhib	SENP8 inh	HKDC1 inh	697 NFkB inh	Jurkat NFkB inh	Gli-Sufu antag	UBC13 inh
CCOC(=O)c1cnn(-c2ccccc2)c1NC(=O)c1ccc(C)cc1	0.7	-5.9	0.4	-4.2	30.7	-1.2	7.9	2.3
CCC1(CC)C(=O)N(C)C(=O)NC1=Nc1ccccc1	7.1	1.4	3.6	-2.0	5.0	-3.0	-5.7	5.4
COc1cccc2cc(C(C)=O)oc12	1.5	-3.7	-10.8	0.9	4.0	-5.2	-7.2	-6.0
COc1ccnc(Oc2cccc(C(F)(F)F)c2)c1C(=O)N/C=N/OCc1ccccc1F	-3.7	15.7	-1.1	-2.5	-36.7	-15.1	9.8	-0.2
COC(=O)[C@@H]1C[C@@]2(O)[C@H](O)[C@H](O)[C@H](O)C[C@H]2N1Cc1ccc(-c2ccccc2)cc1	-5.0	6.6	-8.6	-0.8	4.9	-13.9	-1.9	1.3
O=[N+]([O-])c1cc(CS(=O)(=O)Oc2ccc(Cl)cc2)c(O)c([N+](=O)[O-])c1	2.9	0.7	5.7	1.6	-9.1	-15.0	5.9	-8.1
COc1ccc(NC(=O)O/N=C/c2ccccc2Cl)cc1	-14.1	-8.3	7.5	2.2	-20.0	-18.1	-2.7	-2.2
CCC(C)N(C(=O)COC(=O)c1cc([N+](=O)[O-])ccc1N1CCOCC1)C1CCS(=O)(=O)C1 (stereo not given)	0.6	78.1*	1.4	-6.0	0.2	7.5	1.9	-12.7
COc1ccc(S(=O)(=O)N2CCC(O)(c3ccc(Cl)cc3)CC2)cc1	-11.8	13.9	-2.1	-3.1	-13.8	9.5	5.4	-14.0
CC(C)C(=O)N=C1SC2CS(=O)(=O)CC2N1Cc1ccccc1 (stereo not given)	6.3	-11.8	-4.0	-7.7	-6.0	7.2	-7.6	-3.1
CCOc1ccc(C2OC(=O)Cc3cc(OC)c(OC)cc32)cc1 (stereo not given)	2.0	-9.4	6.4	18.9	-0.4	7.6	7.0	4.3
COc1ccc(C)cc1NC(=O)c1nnn(CCc2ccccc2)c1N	-6.0	1.6	-7.8	-8.2	-3.1	14.4	37.9	3.5
Cc1cccc(-n2c(O)c(C=Nc3ccccc3N)c(=O)[nH]c2=O)c1	3.3	-1.8	-7.6	-18.1	-4.3	3.0	-0.6	-11.8
CC(C)CCn1c(N2CCCC2)nc2c1c(=O)n(C)c(=O)n2C	4.3	-13.7	-0.9	-3.7	-7.9	-2.9	7.4	1.8
CC1=NN(c2ccccc2)C(=O)/C1=C/C=C/c1ccccc1	4.2	22.9	-5.8	11.4	-89.7	20.2	-15.5	-15.8
O=C(NNC(=O)C1CC1c1ccccc1)Nc1ccccc1 (stereo not given)	4.2	-1.1	5.2	-12.1	4.9	-9.6	-5.1	3.9
O=C(CSc1nc(=O)n(CCCN2CCOCC2)c2c1CCC2)Nc1cccc(F)c1	0.5	3.3	-1.5	1.2	-2.4	12.2	6.1	1.7
Cc1ccc(S(=O)(=O)NC(=O)c2cccc(N(C)C)c2)cc1	-6.5	12.7	-11.1	4.3	-10.2	-12.6	2.9	7.8
COc1cc(NC(=O)CCc2nnc3ccc(N4CCCCC4)nn23)cc(OC)c1OC	-2.7	5.9	-2.7	3.0	-4.1	3.0	-0.8	-6.2
CN(C)C(=O)[C@@H]1C[C@H]1[C@@H](NC(=O)OCc1ccccc1)c1ccccc1	0.0	7.6	4.6	-6.8	14.0	-12.7	1.7	0.3
CCSc1nnc(NC(=O)c2cc3c(s2)CCCC3)s1	-4.5	10.7	0.3	6.5	-53.5	-60.5	-55.5	7.7
Cn1c2ccccc2c(=O)c2c(=O)n(-c3ccccc3)c(-c3ccc(C(C)(C)C)cc3)nc21	8.1	3.5	5.8	26.4	-14.8	-7.5	1.2	35.6
O=C(Nc1ccccc1)N1CC=C(c2ccccc2)CC1	4.4	2.8	0.8	·	-152.7	-119.9	·	-7.2
O=C(CSc1nc2ccccc2[nH]1)N1c2ccccc2Sc2ccccc21	-12.9	7.1	-8.0	9.5	-41.4	-5.9	21.4	-5.7
